# Screens as filed in PubChem.
# MT stabilizer: microtubule stabilizers in HeLa cells, primary screen, imaging, high-content imaging; HeLa tubulin immunostaining HCS, 24 h; share of cells brighter than vehicle mean+2SD; % tubulin-high responders, % at 10 µM; 200,000 compounds, 0.83% hits; AID 2205, 2009;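 active = plate Z-score above 3 for both tubulin-high and condensed-nucleus cell shares, with cell loss under 80%, at 10 µM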;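 also: anti alpha tubulin signal scored within the nucleus-defined area of each cell; some results filed as inactive read as strong as hits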
# b-catenin transl: modulators of beta-catenin nuclear translocation, primary screen, imaging, HeLa cells, immunofluorescence, high-content | nuclear translocation activity, % at 5 µM | AID 1665, 2009 | 190,000 compounds, 0.3% hits;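 active = nuclear translocation activity above 50% at 5 µM, with a well cell count of 50 or more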;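 also: per-cell ratio of nuclear to cytoplasmic median beta-catenin stain intensity; plate controls were DMSO negative control for no effect and GSK-3 inhibitor IX positive control for full effect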
#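 Test system: human HeLa cells, endogenous beta-catenin. Times: 24 h compound exposure, 37°C. Measured by: beta-catenin immunofluorescence imaging with DAPI.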
# M1AAP inhibition: P. falciparum M1AAP inhibitors, biochemical, fluorogenic H-Leu-NHMec substrate, 1536-well (AID 1445); Aminopeptidase N (Plasmodium falciparum (isolate 3D7)); recombinant M1AAP, H-Leu-NHMec fluorogenic kinetic assay; higher % means a stronger effect; inhibition, % at 30 µM; hits with a dose series show IC50 in µM; 220,000 compounds, 0.42% hits;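 active = primary inhibition above the hit cutoff, then over 50% inhibition at one or more dose response concentrations, cut at about 23% in these data, passing the limit was not always enough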;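 also: plate controls were DMSO full reaction for no effect and no enzyme background for full effect; strong numbers were not always called active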
# CSM14.1 death rescue: rescue of cells from ER stress-induced death, primary screen, 384-well, CSM14.1, thapsigargin, ATP luminescence (AID 1222); one-dose cellular ATP content (survival), % at 20 µM; EC50 in µM for titrated hits; 190,000 tested, under 10 active; CSM14.1 thapsigargin-induced death rescue, ATP luminescence; higher % means a stronger effect;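 active = EC50 below 50 µM in the dose-response confirmation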;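 also: death triggered by thapsigargin at about 15 µM added after 2 h compound pretreatment; cell ATP read after overnight thapsigargin exposure of roughly 18 to 22 hours; normalized against plate controls of thapsigargin alone and 5% DMSO vehicle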
# M17LAP inhibition: P. falciparum M17LAP inhibitors, primary screen, biochemical, fluorogenic H-Leu-NHMec substrate, 1536-well (AID 1619); recombinant M17LAP, H-Leu-NHMec fluorogenic kinetic assay; higher % means a stronger effect; Leucine aminopeptidase (Plasmodium falciparum (isolate 3D7)); inhibition, % at 30 µM; hits with a dose series show IC50 in µM; 220,000 compounds, 0.38% hits;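 active = compound inhibiting the enzyme by more than half at any dose during confirmatory dose-response retesting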;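 also: plate controls were full reaction with DMSO carrier for no effect and no enzyme background for full effect; strong numbers were not always called active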
# Autophagy mod: autophagy modulators in MEF cells, primary screen, imaging, high-content, MEF GFP-LC3; MEF GFP-LC3 puncta imaging; test concentration mostly 10 µM; 190,000 compounds, 0.98% hits; AID 463193, 2010; calls only at 10 µM (by protocol);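 active = percentage of spot-positive cells more than 3 SD above its plate mean, without a fluorescence outlier flag or 80% toxicity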;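 also: spot-positive cell cutoff set from DMSO-treated cells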
# K1F lysis inhibition: inhibition of K1F phage lysis, E. coli UTI89, bacterial capsule biogenesis inhibitors, alamar blue (AID 488966) | E. coli UTI89 K1F phage lysis, alamar blue, 2 h; higher % means a stronger effect | one-dose inhibition, % at 100 µM; IC50 in µM for titrated hits | 340,000 compounds, 0.02% hits;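 active = phage lysis inhibition, versus mean bacterial control, above a set limit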;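 also: capsule biogenesis inhibitors block K1F phage lysis so surviving cells raise fluorescence; higher fluorescence means more inhibition of phage lysis; actives were called in the ten point dose series up to 300 µM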
# Dynein cargo inh: inhibitors of GR-EGFP nuclear translocation, primary screen, dynein cargo transport inhibitor project, imaging, high-content, 3617.4 mouse cells; 220,000 compounds, 0.47% hits; z-score, hits read low; test concentration mostly 20 µM; stimulated with dexamethasone, 1 µM; active compounds read low;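 active = plate z-score of nuclear minus cytoplasmic receptor signal below a set negative limit, without overly bright fluorescence or cell loss, cut at about -3.5 in these data, passing the limit was not always enough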;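 also: z-score of nuclear minus cytoplasmic ring GR-EGFP intensity difference per well; some compounds called inactive have numbers as strong as hits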
#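 Buffer or medium: Induction medium lacking tetracycline, stripped serum | Also added: Dexamethasone agonist, 1.0 µM final, for 30 min | Timing: 48 h induction, 1 h compound, 30 min dex at 37 °C | Detection: Formaldehyde fixation, Hoechst nuclear stain, 10x automated fluorescence imaging | Measure: Nuclear versus cytoplasmic GR-EGFP signal, averaged per well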
# Ins promoter up: insulin promoter activators in MIN6 cells, imaging, high-content screening, mouse beta cells; 190,000 compounds, 0.3% hits; z-score at 5 µM; MIN6 insulin promoter-GFP reporter; active compounds read high; AID 1625, 2009;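 active = z-score above 3 at 5 µM with at least 500 cells counted in the well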
# Dynein cargo inh cytoplasmic EGFP: further read-out of Dynein cargo inh, marked with its call; z-score; measured here: cytoplasmic GR-EGFP intensity; active compounds read high
# Dynein cargo inh nuclear GR-EGFP: further read-out of Dynein cargo inh, marked with its call; z-score; measured here: nuclear GR-EGFP intensity;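 lower value marks the stronger effect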
# Dynein cargo inh cell count: recorded beside Dynein cargo inh, whose call it bears; z-score; measured here: cell count per field
# Ins promoter up cell count: further read-out of Ins promoter up, marked with its call; cell count; measured here: cytotoxicity, nuclei count;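 total cells summed across four imaged fields per well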
# b-catenin transl cell count 5 µM: also measured in b-catenin transl; calls as there; cell count; measured here: cell count, cytotoxicity flag
# MT stabilizer Hoechst-high %: further read-out of MT stabilizer, marked with its call; % Hoechst-high responders; measured here: nuclear condensation Hoechst responders;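 share of cells brighter than vehicle mean plus two SD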
# MT stabilizer cytotoxicity %: recorded beside MT stabilizer, whose call it bears; toxicity, %; measured here: cytotoxicity by cell density;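 0% = mean cell density of plate MIN control wells and 100% = no cells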
# Autophagy mod cell loss 18 h: second read-out of Autophagy mod, no call of its own (marks repeat the call); toxicity, %; measured here: cell loss, nuclei count;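 cell loss after 18 h compound exposure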
# The depositor's hits bear a star; i = inactive; x = not tested or not shown; + = active, no number; [ ] = another dose, or the depositor's remark.
Structure,MT stabilizer,MT stabilizer Hoechst-high %,MT stabilizer cytotoxicity %,b-catenin transl,b-catenin transl cell count 5 µM,M1AAP inhibition,CSM14.1 death rescue,M17LAP inhibition,Autophagy mod,Autophagy mod cell loss 18 h,K1F lysis inhibition,Dynein cargo inh,Dynein cargo inh cytoplasmic EGFP,Dynein cargo inh nuclear GR-EGFP,Dynein cargo inh cell count,Ins promoter up,Ins promoter up cell count
Cc1c2c(nc3nc4ccccc4n13)CC(C)(C)CC2=O,1.0,2.0,13,x,x,11%,-2.4%,16%,i,5,-0.3%,-0.9,-0.18,0.17,0.29,-0.49,952
COc1ccc(Cn2c(N)c(S(=O)(=O)c3cccs3)c3nc4ccccc4nc32)cc1,2.6,1.7,4.7,-1.3,999,4%,-0.2%,6%,i,2,-0.2%,0.11,-0.18,0.43,0.46,-0.05,1669
COc1cccc(NC(=O)c2ccn(C)n2)c1,6.5,1.7,6.0,-0.6,1036,-1%,-2.5%,8%,i,-11,2.7%,0.25,-0.24,0.5,-0.25,x,x
COc1ccc(CCNC(=O)COc2ncnc3cc([N+](=O)[O-])ccc23)cc1,5.5,4.0,3.3,7.6,957,6%,3.2%,15%,i,5,0.1%,0.31,-0.24,0.0027,-0.47,0.41,1364
Cc1nc(N)nc(-c2ccccc2O)n1,1.0,1.0,0.5,2.1,963,8%,-2.6%,0%,i,0,-0.2%,-0.034,-0.22,0.3,0.28,0,959
Cc1onc(-c2ccccc2)c1C1=N/C(=C\c2ccccc2F)C(=O)O1,2.0,1.8,4.2,1.2,1090,3%,-1.4%,6%,i,-9,0.2%,-1.5,-0.14,-0.71,0.42,-0.34,1150
COc1ccc(S(=O)(=O)NCCc2ccc(F)cc2)cc1,1.9,2.2,5.4,x,x,-8%,-2.1%,16%,i,30,0.5%,-0.91,-0.25,-0.66,0.95,-0.79,1260
Cn1c(=O)[nH]c(=O)c2c1nc(N1CCCCC1)n2CC(O)CN1CCCCC1 (stereo unspecified),4.0,3.6,11,-2.0,560,2%,-1.1%,2%,i,10,-0.1%,-1.1,-0.25,-0.44,0.78,-0.58,1008

# An excerpt from above in order of formula weight, lowest first:
Structure,MT stabilizer,MT stabilizer Hoechst-high %,MT stabilizer cytotoxicity %,b-catenin transl,b-catenin transl cell count 5 µM,M1AAP inhibition,CSM14.1 death rescue,M17LAP inhibition,Autophagy mod,Autophagy mod cell loss 18 h,K1F lysis inhibition,Dynein cargo inh,Dynein cargo inh cytoplasmic EGFP,Dynein cargo inh nuclear GR-EGFP,Dynein cargo inh cell count,Ins promoter up,Ins promoter up cell count
COc1cccc(NC(=O)c2ccn(C)n2)c1,6.5,1.7,6.0,-0.6,1036,-1%,-2.5%,8%,i,-11,2.7%,0.25,-0.24,0.5,-0.25,x,x
COc1ccc(S(=O)(=O)NCCc2ccc(F)cc2)cc1,1.9,2.2,5.4,x,x,-8%,-2.1%,16%,i,30,0.5%,-0.91,-0.25,-0.66,0.95,-0.79,1260
COc1ccc(CCNC(=O)COc2ncnc3cc([N+](=O)[O-])ccc23)cc1,5.5,4.0,3.3,7.6,957,6%,3.2%,15%,i,5,0.1%,0.31,-0.24,0.0027,-0.47,0.41,1364

# Next section.
Structure,MT stabilizer,MT stabilizer Hoechst-high %,MT stabilizer cytotoxicity %,b-catenin transl,b-catenin transl cell count 5 µM,M1AAP inhibition,CSM14.1 death rescue,M17LAP inhibition,Autophagy mod,Autophagy mod cell loss 18 h,K1F lysis inhibition,Dynein cargo inh,Dynein cargo inh cytoplasmic EGFP,Dynein cargo inh nuclear GR-EGFP,Dynein cargo inh cell count,Ins promoter up,Ins promoter up cell count
Cc1cccc(Nc2ncnc3ccccc23)c1,2.4,1.1,6.5,-0.6,1011,15%,-1.6%,19%,i,4,-8.2%,-0.088,0.12,-0.068,0.55,0,1827
CC1CCN(CCC(=O)Nc2ccc(Br)cc2)CC1,3.8,1.6,6.0,x,x,x,x,x,i,-5,0.4%,-0.12,-0.2,-0.23,-0.0072,x,x
Oc1ccc(C(=S)N2CCN(c3cccc(Cl)c3)CC2)cc1,7.1,2.4,24,-1.1,998,4%,0.2%,3%,i,16,-0.3%,0.63,-0.31,1.1,-1.1,-0.42,1640
CCOC(=O)N1CCN(c2c(N3CCOCC3)c(=O)c2=O)CC1,6.4,3.0,8.3,x,x,-1%,-0.5%,19%,i,-7,-0.3%,2.4,-0.032,1.7,-0.93,1.2,959
C/C(=N\OCC(=O)N/N=C/c1ccc(C)cc1O)c1cccs1,2.5,1.6,5.1,-1.1,1302,21%,0.1%,-8%,i,7,0.2%,-1.1,-0.19,-1.2,0.092,-0.2,1586
O=C(CSc1n[nH]c(-c2ccc(Cl)cc2Cl)n1)Nc1ccccn1,1.0,1.6,4.0,1.9,932,9%,-3.0%,14%,i,-4,-0.1%,-0.54,-0.29,-0.3,0.59,1.6,929
CCOC(=O)C1C(=O)CC(C)(O)C(C(=O)OCC)C1c1ccc(N(CC)CC)cc1 (stereo unspecified),3.0,1.4,3.9,0.7,1047,0%,-0.7%,-1%,i,-9,4.2%,-0.58,-0.086,-0.91,-0.42,-0.1,1122
Cc1cc(C(=O)NN)c(C)o1,6.8,2.7,7.8,-0.7,1030,9%,0.0%,5%,i,30,1.2%,-1.2,-0.054,-0.19,0.59,-0.17,1221
CC(/C=C1\SC(=S)N(CCC(=O)Nc2nc(C)cs2)C1=O)=C\c1ccccc1,x,x,x,-0.3,1265,2%,x,10%,x,x,-0.3%,-1.1,-0.19,-0.18,-0.14,-0.18,980
COc1ccc(S(=O)(=O)Nc2cc([N+](=O)[O-])ccc2OC)cc1,28*,32*,47*,6.9,942,15%,-1.4%,15%,i,-1,2.4%[50 µM],0.026,-0.21,0.12,0.2,0.32,1119
CC(C)NC(=O)c1ccc(-n2nc(C(F)(F)F)c3c2CCCC3)cc1,1.1,2.9,8.7,-4.1,1150,-1%,-1.8%,-5%,i,17,5.5%,0.15,-0.21,0.18,-0.41,0.03,1233
CCOC(=O)c1cc(NC(=O)N2CCOCC2)c(C)nc1C,2.9,0.6,60,2.6,932,4%,x,2%,i,-7,0.4%,-0.63,-0.24,-0.024,0.32,0.16,1000
Cc1cnc(NC(=O)CSc2nnc(-c3ccc(Cl)cc3Cl)n2N)s1,1.9,1.4,7.2,-0.9,1104,5%,-0.6%,-9%,i,-1,0.8%,-0.092,-0.14,-0.019,-0.24,-0.19,1922
Cc1ccccc1C(=O)c1cccn1CC(=O)NCCN1CCN(c2cccc(C)c2C)CC1,1.0,1.0,20,2.1,1096,16%,2.3%,5%,+,-3.4*,0.1%,3.5,-0.44,1.2,-0.86,-1.2,717
Cc1cc(NS(=O)(=O)c2ccc(NC(=O)Nc3ccc4c(c3)OCO4)cc2)no1,4.3,1.4,7.7,-3.0,1304,6%,-1.9%,13µM*,i,-5,-1.9%,0.32,-0.24,0.27,-0.38,0.9,1163
CC(Oc1ccc(Cl)cc1)c1ccc(C#N)c(=O)[nH]1 (stereo unspecified),2.6,1.7,4.9,-1.7,1114,4%,x,8%,i,15,-0.1%,0.049,-0.32,0.024,0.36,-1.5,1134
Cc1ccc(O)c(N=Nc2ccc(S(=O)(=O)N3CCOCC3)cc2)c1,3.0,1.5,5.9,-0.3,1525,5%,-2.7%,-3%,i,2,-0.6%,-0.059,-0.28,-0.11,0.69,x,x
CC1CN(Cc2nc3ccccc3c(=O)[nH]2)CC(C)O1 (stereo unspecified),1.7,1.3,5.0,0.2,1470,4%,-1.4%,-1%,i,16,x,-0.32,-0.32,0.14,0.13,x,x
Cn1cnc([N+](=O)[O-])c1S(=O)(=O)c1cccc(Cl)c1,3.3,2.4,1.4,-0.8,1002,-1%,-4.7%,5%,i,9,-0.4%,-3.3,1.8,-1.9,-1.5,0.19,917
NNC(=S)Nc1cccc(-c2n[nH]c(=S)o2)c1,x,x,x,-0.4,1330,9%,x,35%,x,x,-1.1%,0.083,-0.16,0.49,0.075,0.48,982
Oc1c(C=Nc2cccc3cccnc23)sc2ccccc12,3.6,2.5,2.4,6.4,1041,22%,-4.8%,8%,+,48*,x,-0.45,22,3.9,-0.4,2.7,653
COC(=O)c1ccc(Cl)c(-c2ccc(/C=N/NC(=O)Nc3ccccc3)o2)c1,2.7,1.2,4.7,x,x,0%,1.3%,4%,i,-7,-0.6%,1.1,0.081,1,-0.53,-3.3,1039
CSc1ccc(CCNC(=O)C2CCN(c3nnc(-n4cccc4)s3)CC2)cc1,5.5,2.6,10,x,x,5%,0.1%,1%,i,4,1.3%,-0.46,0.53,-0.068,-0.27,0.65,877
O=C(CN(c1ccccc1F)S(=O)(=O)c1ccccc1)Nc1ccccc1C(=O)N1CCOCC1,3.1,2.7,7.3,-2.3,1066,7%,0.6%,2%,i,-4,-0.4%,-0.56,-0.22,-0.26,0.65,0.16,1600
COc1ccc(/C=C(\CC(=O)O)c2nc3ccccc3o2)cc1,2.6,2.0,1.5,-1.8,1136,82µM*,-3.1%,49%,i,-3,-3.3%,-0.11,-0.31,-0.045,0.15,-0.31,1240
CCc1nc2c(cnn2-c2ccc(Cl)cc2)c(=O)n1-c1ccc(OC)cc1,2.3,1.7,17,-0.3,834,2%,-0.5%,-1%,i,30,-0.6%,-0.99,0.067,-0.45,0.38,-1.4,1384
